# From PubChem
# GDH-TPI counter – inhibits GDH-TPI coupling enzymes, artifact for Mtb FBA screen; GDH-TPI coupled enzyme counterscreen, NADH absorbance; inhibition, % at 4.8 µM; 360,000 tested, 1.2% active; in the data active = inhibition above about 30%;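 note: 0% = DMSO wells and 100% = wells lacking the enzyme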
# Mtb BioA inh – inhibitors of Mycobacterium tuberculosis BioA enzyme | purified M. tuberculosis BioA enzyme, plate reader | inhibition, % at 9.99 µM | 360,000 tested, 0.096% active | AID 602481; in the data active = inhibition above about 40%
# Mtb UGM inh – Mtb UDP-galactopyranose mutase inhibition; P9WIQ1; purified UGM, fluorescence polarization probe displacement; inhibition, % at 10 µM; 320,000 tested, 0.06% active; AID 504406; in the data active = inhibition above about 10%, passing the limit was not always enough
# Target sequence (P9WIQ1 whole entry, looked up): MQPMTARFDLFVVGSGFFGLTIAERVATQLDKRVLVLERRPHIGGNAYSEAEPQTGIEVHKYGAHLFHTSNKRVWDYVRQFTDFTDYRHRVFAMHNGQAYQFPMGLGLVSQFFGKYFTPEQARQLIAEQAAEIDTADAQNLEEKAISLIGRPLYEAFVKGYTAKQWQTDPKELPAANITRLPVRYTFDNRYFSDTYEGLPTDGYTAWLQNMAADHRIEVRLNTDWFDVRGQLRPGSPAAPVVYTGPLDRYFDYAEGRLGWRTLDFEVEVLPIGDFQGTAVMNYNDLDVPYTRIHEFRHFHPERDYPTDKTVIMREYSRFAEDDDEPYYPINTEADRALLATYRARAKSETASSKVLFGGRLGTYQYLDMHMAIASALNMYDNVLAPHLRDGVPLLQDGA
# FBA Mtb inh – inhibits M. tuberculosis FBA enzyme; P9WQA3; 360,000 tested, 2.3% active; purified M. tuberculosis FBA, fluorescence read-out; AID 588726; inhibition, % at 1 µM; in the data active = inhibition above about 27%;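 note: 0% = vehicle and 100% = reference inhibitor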
# Target sequence (P9WQA3 whole entry, looked up): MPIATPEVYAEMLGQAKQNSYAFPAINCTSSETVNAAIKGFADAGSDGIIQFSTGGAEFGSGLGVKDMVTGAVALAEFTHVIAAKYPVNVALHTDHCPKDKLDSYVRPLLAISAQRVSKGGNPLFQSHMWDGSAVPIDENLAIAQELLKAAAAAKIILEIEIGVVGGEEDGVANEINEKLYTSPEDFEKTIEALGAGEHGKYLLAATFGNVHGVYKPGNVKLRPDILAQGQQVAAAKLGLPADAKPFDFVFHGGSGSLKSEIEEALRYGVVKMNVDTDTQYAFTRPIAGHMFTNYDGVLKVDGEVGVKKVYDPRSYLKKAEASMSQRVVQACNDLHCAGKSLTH
# 3CLpro inhibitor – SARS-CoV 3CLpro protease inhibition; recombinant SARS-CoV 3CLpro, quenched FRET peptide cleavage; inhibition, % at 6 µM; 290,000 tested, 0.14% active; in the data active = inhibition above about 12%
# VHR inh abs – inhibitors of human VHR1 phosphatase (DUSP3). 290,000 tested, 0.52% active. P51452. inhibition, % at 13.3 µM. AID 1654. recombinant VHR phosphatase, pNPP absorbance; in the data active = inhibition above about 50%; note: some compounds called inactive have numbers as strong as hits
# Target sequence (P51452 whole entry, looked up): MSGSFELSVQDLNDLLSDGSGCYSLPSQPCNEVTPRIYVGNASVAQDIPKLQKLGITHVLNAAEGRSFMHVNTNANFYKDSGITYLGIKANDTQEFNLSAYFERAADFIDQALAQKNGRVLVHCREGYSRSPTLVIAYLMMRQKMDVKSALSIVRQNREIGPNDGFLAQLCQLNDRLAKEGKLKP
# Rv3671c protease – Rv3671c (M. tuberculosis) protease inhibition; inhibition, % at 5.96 µM; 320,000 tested, 0.048% active; in the data active = inhibition above about 38%;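 note: extracellular domain of Rv3671c used as enzyme; 0% = enzyme with DMSO and 100% = no enzyme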
# BH1578 lux ind – quorum light induction in luxS cqsA deficient V. cholerae; 350,000 tested, 0.16% active; activation, % at 18.7 µM; V. cholerae BH1578 lux reporter, luminescence, 6 h; AID 588436; in the data active = activation mostly above about 9.7%, no sharp cut-off; note: not every result past the cut was called active; inactives centre near 0; reference of the scale not given here
# MazEF act – activators of E. coli MazEF toxin-antitoxin RNase | AID 504720 | activation, % at 20 µM | 350,000 tested, 0.32% active | FAM/BHQ RNA-DNA oligo cleavage fluorescence, 5 h; in the data active = activation above about 50%
# Target sequence (P0AE70 whole entry, looked up): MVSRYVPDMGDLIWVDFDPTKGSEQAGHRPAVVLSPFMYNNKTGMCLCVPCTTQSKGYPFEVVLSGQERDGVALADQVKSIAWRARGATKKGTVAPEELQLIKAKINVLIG
# PriA SSB inh – inhibitors of Klebsiella pneumoniae PriA binding to SSB C-terminal tail; inhibition, % at 33 µM; 430,000 tested, 0.6% active; AlphaScreen SSBct-PriA binding, biotinylated peptide; AID 1272365; in the data active = inhibition mostly above about 37%, no sharp cut-off; inactive = mostly below about 20%;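 note: plate controls were negative control peptide for no effect and reference peptide for full effect; strong numbers were not always called active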
# Starred values were filed as active, the others as inactive; i = inactive; x = no result given; & = joins results of further samples.
SMILES,GDH-TPI counter,Mtb BioA inh,Mtb UGM inh,FBA Mtb inh,3CLpro inhibitor,VHR inh abs,Rv3671c protease,BH1578 lux ind,MazEF act,PriA SSB inh
COc1cccc(/C=C/C(=O)OCC(=O)N2CCCC2)c1OC,-2,0.0,-2.1,-1,x,x,-7,-4.6,3,-13
CN1CCN(CC(=O)Nc2ccc(S(=O)(=O)N(C)C)cc2)CC1,-4,-2.0,-0.1,1,-2,-14,-8,i,7,0
Nc1sc(-c2ccccc2)n[n+]1Cc1cccc2cccnc12,5,-1.1,0.3,1,4,19,2,-3.7,0,10
COc1ccc(N2CCN(C(=O)Nc3cccc(C(F)(F)F)c3)CC2)cc1,7,-0.6,1.2,-3,-4,-4,-4,-0.4,7,30
Cc1ccc(NC(=O)COc2ccccc2C(=O)NCCc2ccccc2)cc1,4,-2.6,-0.8,-6,3,-8,-7,0.0,-3,-9
COc1cc(NC(=O)c2ccc(-c3ccc(F)c(F)c3)c3ccoc23)cc(OC)c1OC,11,0.0,x,5,x,x,x,0.3,x,x
CCOc1ccc2oc(C(=O)N(Cc3nnc(-c4ccccc4Cl)o3)C3CC3)c(C)c2c1,3,x,-1.1,2,x,x,-11,i,-3,-2
Cc1cccc(-n2nnnc2SCc2csc(-c3ccccc3)n2)c1,-6,-2.7,-0.9,1,1,-5,-10,-0.3,0,-17
O=C(NCCc1ccccc1O)c1cc2c(cc1[N+](=O)[O-])OCO2,15,x,x,1,x,x,x,-1.1,-1,-3
CC(=O)NC1(C(F)(F)F)C(=O)Nc2c1c(=O)[nH]c(=O)n2Cc1ccco1 (centres undefined),-1,-0.5,1.1,3,3,7,-5,3.0,4,-4
O=C(CSc1nnc(-c2cnccn2)n1Cc1ccco1)c1ccc2ccccc2c1,-1,x,4.9,1,3,33,-10,i,-4,11
COc1cccc(CNc2nc3cc(-c4cscc4C)sc3c(=O)n2C)c1,8,-1.5,x,1,x,x,x,i,x,x
CCCn1cc(SCC(=O)Nc2ccc3c(c2)OCO3)c2ccccc21,0,-3.9,0.8,-2,-2,7,-4,i,8,8
CCn1c(SCC(=O)Nc2nc(C)cs2)nnc1C(NC(=O)c1ccccc1Cl)C(C)C (centres undefined),4,-1.4,-0.4,0,-5,-1,-2,i,2,-8
CC(C(=O)c1ccccc1)[n+]1cccc(C(N)=O)c1 (centres undefined),-3,0.0,-1.4,1,-3,25,10,-0.7,8,-12
CCOC(=O)c1ccc(NC(=O)COc2ccc(S(=O)(=O)N3CCCC3)cc2)cc1,9,-1.7,-0.5,1,5,24,-11,i,2,-7
O=C(CN1C(=O)NC2(CCc3ccccc32)C1=O)c1ccc(Br)cc1 (centres undefined),9,1.0,0.9,0,x,x,1,i,4,1
COc1ccc(CCNC(=O)CCCOc2cc(=O)n(C)c3ccccc23)cc1OC,0,x,-1.7,-1,0,8,4,-0.3,-1,-6
O=C1C=C(c2cc3ccccc3s2)C[C@@H](c2ccc(F)cc2)C1,15,-2.1,-3.1,5,x,x,-30,i,-12,4
CCOc1ccccc1N1CCN(C(=O)c2ccccc2)CC1,-8,0.0,-3.9,-4,-3,10,-7,-17,-3,1
CCOC(=O)c1ccc(NCCOC)c([N+](=O)[O-])c1,-4,-2.9,x,-5,-1,7,6,i,2,13
Cc1cc([N+](=O)[O-])c(N2CCC[C@@H]2C(=O)O)c([N+](=O)[O-])c1,9,-1.1,-1.5,-4,1,2,10,i,0,-16
CC1(C(=O)N2CC3(CC(c4cccc([N+](=O)[O-])c4)=NO3)C[C@H]2C(=O)NCC(N)=O)CC1 (some centres undefined),10,1.1,0.1,0,1,-1,2,-0.5,8,-6
CC(C)[C@H](NC(=O)c1ccccc1Cl)C(=O)OCc1cc([N+](=O)[O-])cc2c1OCOC2,12,-1.1,0.5,-1,8,17,-2,-3.3,-3,1
COc1ccc(CN(C)CC(=O)Nc2ccccc2C(F)(F)F)cc1,-1,x,-1.1,-1,1,5,-2,i,-8,-31
# The list continues.
SMILES,GDH-TPI counter,Mtb BioA inh,Mtb UGM inh,FBA Mtb inh,3CLpro inhibitor,VHR inh abs,Rv3671c protease,BH1578 lux ind,MazEF act,PriA SSB inh
O=C(c1cc(COc2cccc3cccnc23)on1)N1CCC[C@H]1CO,6,-1.0,x,2,x,x,x,i,3,x
O=c1cc(NCc2ccccc2)[nH]c(=O)[nH]1,4,x,1.3,-1,x,x,-4,0.6,0,4
COc1ccccc1-n1cc2ccc([N+](=O)[O-])cc2n1,9,x,1.3,-1,x,x,-1,-0.4,10,-3
Cc1csc(=O)n1CCC(=O)OCc1nnc(-c2ccccc2)o1,4,4.8,-2.3,0,x,x,9,-0.5,2,-6
CC(C)CN(C(=O)COC(=O)c1cccnc1Cl)c1c(N)n(Cc2ccccc2)c(=O)[nH]c1=O,-6,0.2,-2.5,-2,x,x,1,-5.9,1,-2
Cc1nc2nc(SCC(=O)NCc3ccco3)nn2c(C)c1Cc1ccccc1,4,45*,-0.4,1,3,46,-1,i,1,-13
O=C(Nc1ccccc1F)c1ccc(COc2ccc(Cl)cc2Cl)o1,3,x,-2.5,-1,7,48,-2,-0.4,-2,-8
O=C1CN(C(=O)NCC(=O)N[C@@H](Cc2ccccc2)C(=O)O)c2ccccc2N1,11,0.2,-1.7,3,1,5,-10,-0.8,5,-7
COC(=O)c1ccc(CSCc2ccc(C(=O)OC)o2)o1,4,3.6,-0.1,3,0,15,4,1.4,-2,-21
COc1cccc(NC(=O)C2C3C=CC4(O3)C2C(=O)N(C(C)C)C4C(=O)NC2CCCCC2C)c1 (centres undefined),-3,-0.2,1.6,3,0,20,8,-0.2,-1,-15
CSc1nc(N)c(C(=O)NC2CCCCC2)s1,19,-1.5,0.8,4,0,22,4,-0.5,6,0
c1ccc(C(c2c[nH]c3ccccc23)c2c[nH]c3ccccc23)nc1,5,1.2,-1.5,-4,1,13,0,i,2,32
O=C(c1cccs1)N1CCN(Cc2nc(-c3ccccc3)no2)CC1,5,-0.6,x,-3,x,x,x,-0.4,-9,x
O=c1[nH]c(=O)n([C@H]2C[C@H](O)[C@@H](CO)O2)cc1I,12,-0.4,-2.1,0,x,x,3,-0.2,1,-3
CCn1nc(C)c(/C=N/NC(=O)Cn2nccc2C)c1C,-9,2.1,-0.4,-3,3,5,6,1.6,1,x
COc1cc([C@@H]2CC=C(C(=O)O)[C@H](c3ccccc3)N2S(=O)(=O)c2ccc(C)cc2)cc(OC)c1OC,1,-0.1,1.1,0,x,x,-3,-0.8,-8,-3
Brc1ccc(-n2cccc2/C=N/n2cnnc2)cc1,17,0.5,1.9,-6,6,28,-3,i,5,x
COc1cc(C)c(Cl)cc1S(=O)(=O)NCCN1CCOCC1,-2,-7.7,3.8,-3,-1,22,-3,-0.2,3,-2
Cc1csc(=O)n1CCC(=O)OCC(=O)Nc1cc(Cl)ccc1[N+](=O)[O-],-6,x,-1.9,3,x,x,17,-2.8,8,3
CN(CCOCCOc1ccc2ccccc2c1)Cc1ccccc1,10,-2.4,1.8,-2,-6,-2,7,-0.5,0,-20
Cc1cc(=O)oc2cc(OC(C)C(=O)NCCCN3CCCC3=O)c(Cl)cc12 (centres undefined),20,-0.2,0.5,10,-1,-7,0,1.0,13,-5
CCOc1cccc(C(=O)NC(=S)Nc2cccnc2)c1,7,x,2.8,2,0,-2,-5,-0.3,-3,3
Cc1ccc(NC(=O)CN2C(=O)S/C(=C\c3cccn3-c3cccc(C(=O)O)c3)C2=O)c(C)c1,14,-2.2,-0.1,4,2,x,-6,-0.6,-11,0
C=CCn1c(=S)[nH]c2nc3c(cc2c1=O)COC(C)(C)C3,25,-0.5,-1.6,2,-6,5,6,-1.0,-2,0
CN(Cc1ccccc1)C(=O)C1(C)CCN1C(=O)Cc1ccc(Cl)cc1Cl (centres undefined),8,1.8,x,2,x,x,x,i,x,x
# Next compounds follow.
SMILES,GDH-TPI counter,Mtb BioA inh,Mtb UGM inh,FBA Mtb inh,3CLpro inhibitor,VHR inh abs,Rv3671c protease,BH1578 lux ind,MazEF act,PriA SSB inh
Cc1cc(C)nc(SCC(=O)Nc2ncccn2)n1,x,x,-1.8,x,-4,15,-6,x,x,x
COc1ccc(Cc2nnc(SCC(=O)c3ccc4c(c3)OCO4)o2)cc1,6,-0.4,-2.7,0,x,x,-5,i,3,-24
O=C1C=CC2(C=C1)O[C@H](Cc1ccccc1)[C@@H](Cc1ccccc1)O2,-2,x,x,-1,x,x,x,i,-1,6
CCOC(=O)CSc1nc(=O)n2ccccc2n1,17,x,2.7,4,2,20,-3,i,10,-4
CCOC(=O)CC(=O)c1sc2c(c1N)c(=O)[nH]c(=O)n2-c1ccc(OC)cc1,3,1.0,-0.4,1,0,-15,-2,i,1,-11
COc1ccccc1CNc1nc(Nc2ccc(C)cc2C)c2sccc2n1,3,-1.6,x,0,x,x,x,i,x,x
CCOc1ccc(NC(=O)CN(C)C(=O)CC(NC(=O)c2ccccc2)c2ccccc2)cc1OCC (centres undefined),0,-0.6,-0.6,-4,x,x,6,2.8,-5,-2
C/C(=N\NC(N)=O)c1ccc(-n2ccnc2)cc1,0,5.5,3.2,-1,4,16,7,0.8,2,x
O=c1[nH]cnc2c1C(c1ccccc1[N+](=O)[O-])c1c(nc[nH]c1=O)O2,-1,x,0.1,0,-1,19,4,i,7,5
CCOC(=O)C1=C(CS(=O)(=O)c2ccccc2)NC(=O)NC1c1cc(OC)c(O)c(OC)c1 (centres undefined),-6,-0.6,-0.3,0,-1,20,7,-0.3,7,5
C[C@H](NC(=O)c1ccco1)C(=O)Nc1nc(-c2ccccn2)cs1,-10,x,x,-1,x,x,x,x,2,53*
CCOC(=O)C1=C(C)NC(C)=C(C(=O)OCC)C1C(=O)OCC(=O)N1c2ccccc2CC1C (centres undefined),8&-11,0.4,0.3,2&5,4,8,-2,-0.2,2&3,0

# Record cards, as listed above. Order of screens: GDH-TPI counter | Mtb BioA inh | Mtb UGM inh | FBA Mtb inh | 3CLpro inhibitor | VHR inh abs | Rv3671c protease | BH1578 lux ind | MazEF act | PriA SSB inh
# O=C(Nc1ccccc1F)c1ccc(COc2ccc(Cl)cc2Cl)o1 is listed as 3 | x | -2.5 | -1 | 7 | 48 | -2 | -0.4 | -2 | -8
# C=CCn1c(=S)[nH]c2nc3c(cc2c1=O)COC(C)(C)C3 is listed as 25 | -0.5 | -1.6 | 2 | -6 | 5 | 6 | -1.0 | -2 | 0

# Sorted by number of heavy atoms (descending): part of the list above.
SMILES,GDH-TPI counter,Mtb BioA inh,Mtb UGM inh,FBA Mtb inh,3CLpro inhibitor,VHR inh abs,Rv3671c protease,BH1578 lux ind,MazEF act,PriA SSB inh
CCOc1ccc(NC(=O)CN(C)C(=O)CC(NC(=O)c2ccccc2)c2ccccc2)cc1OCC (centres undefined),0,-0.6,-0.6,-4,x,x,6,2.8,-5,-2
CCOC(=O)C1=C(C)NC(C)=C(C(=O)OCC)C1C(=O)OCC(=O)N1c2ccccc2CC1C (centres undefined),8&-11,0.4,0.3,2&5,4,8,-2,-0.2,2&3,0
CCOC(=O)C1=C(CS(=O)(=O)c2ccccc2)NC(=O)NC1c1cc(OC)c(O)c(OC)c1 (centres undefined),-6,-0.6,-0.3,0,-1,20,7,-0.3,7,5
COc1ccccc1CNc1nc(Nc2ccc(C)cc2C)c2sccc2n1,3,-1.6,x,0,x,x,x,i,x,x
COc1ccc(Cc2nnc(SCC(=O)c3ccc4c(c3)OCO4)o2)cc1,6,-0.4,-2.7,0,x,x,-5,i,3,-24
O=C1C=CC2(C=C1)O[C@H](Cc1ccccc1)[C@@H](Cc1ccccc1)O2,-2,x,x,-1,x,x,x,i,-1,6
C[C@H](NC(=O)c1ccco1)C(=O)Nc1nc(-c2ccccn2)cs1,-10,x,x,-1,x,x,x,x,2,53*
C=CCn1c(=S)[nH]c2nc3c(cc2c1=O)COC(C)(C)C3,25,-0.5,-1.6,2,-6,5,6,-1.0,-2,0
Cc1cc(C)nc(SCC(=O)Nc2ncccn2)n1,x,x,-1.8,x,-4,15,-6,x,x,x
CCOC(=O)CSc1nc(=O)n2ccccc2n1,17,x,2.7,4,2,20,-3,i,10,-4

# A portion of the library (hit frequency here may not be typical).
